Screens: PubChem, several laboratories
Keap1-Nrf2 PPI: Keap1-Nrf2 (human) interaction inhibition. Q14145. Keap1 Kelch-Nrf2 peptide fluorescence polarization, 1536-well. inhibition, % at 9.4 µM. 340,000 tested, 0.15% active. AID 504523; in the data active = inhibition above about 12%; inconclusive = no clear call, values can overlap the other calls; inactive = below about 7.3%;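 note: human Keap1 Kelch domain with fluorescein labeled Nrf2 9mer peptide probe; 0% = neutral control wells and 100% = peptide positive control; higher means more block of Keap1 binding to Nrf2 peptide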
PfHsp90 set2: reduces growth (ATP signal) of yeast expressing P. falciparum Hsp90; S. cerevisiae expressing PfHsp90, BacTiter-Glo ATP, 48 h; yeast lacking PDR1 and PDR3 efflux regulators; inhibition, % at 9.4 µM; AID 504621; 310,000 tested, 0.32% active;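 active = every replicate shows inhibition above about 80%, whatever the replicate mean, limit read from the data; inconclusive = mean inhibition reaches the set limit but some replicate falls short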;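 note: 0% = DMSO neutral controls and 100% = 20 µM radicicol positive controls; yeast relying on Plasmodium falciparum Hsp90 in place of its own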
RTF Ca sens act: increases calcium sensitivity of human cardiac regulated thin filaments; AID 493008; 340,000 tested, 0.24% active; IANBD-labeled TnC RTF fluorescence at EC20 calcium; 0% EC20 calcium, 100% full calcium; P19429+P45379; activation, % at 7.2 µM;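 active = activation above the mean over all tested compounds plus 3 SD, cut at about 30% in these data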;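 note: rise in fluorescence read as greater calcium sensitivity of cardiac thin filaments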
NSD2 inh: blocks human histone methyltransferase NSD2. O96028. 310,000 tested, 0.54% active. NSD2 peptide methylation, AlphaScreen, 120 min. inhibition, % at 12.5 µM; in the data active = inhibition above about 50%
CDK5 p35 inh: inhibitors of human CDK5/p35 kinase; Q00535+Q15078; Recombinant CDK5/p35, ADP-Glo luminescence, 60 min; inhibition, % at 10 µM; 330,000 tested, 0.01% active;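 active = highest replicate inhibition of at least 50% and at least 75% of replicates reaching 50%; inconclusive = only one of the two criteria met; inactive = both criteria failed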;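 note: plate controls were DMSO neutral control for no effect and GW8510 at 10 µM for full effect; many of its hits are not listed in these tables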
Rtt109 HAT inh: blocks Candida albicans Rtt109/Vps75 acetyltransferase activity; Q5AAJ8; purified Rtt109/Vps75, ThioGlo CoA-SH fluorescence, 4 h; inhibition, % at 34.9 µM; AID 540336; 330,000 tested, 0.16% active;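 active = inhibition of at least 50% in every replicate; inconclusive = best replicate reaches 50% inhibition but some replicates fall short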
Target sequence (Q5AAJ8 whole entry, looked up): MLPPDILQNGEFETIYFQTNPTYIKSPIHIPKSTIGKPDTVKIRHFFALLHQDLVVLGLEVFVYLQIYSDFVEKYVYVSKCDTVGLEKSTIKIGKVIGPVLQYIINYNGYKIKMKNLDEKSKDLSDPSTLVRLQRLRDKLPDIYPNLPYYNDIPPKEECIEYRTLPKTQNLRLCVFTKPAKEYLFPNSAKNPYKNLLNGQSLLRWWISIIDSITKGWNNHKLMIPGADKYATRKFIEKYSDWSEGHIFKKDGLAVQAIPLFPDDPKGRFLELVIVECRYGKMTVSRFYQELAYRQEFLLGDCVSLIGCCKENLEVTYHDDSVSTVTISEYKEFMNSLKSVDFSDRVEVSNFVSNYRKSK
LANA DNA inh: KSHV C-LANA DNA binding inhibition; MBP-C-LANA/FAM-LBS DNA binding, fluorescence polarization; inhibition, % at 9 µM; 340,000 tested, 0.078% active; AID 504423;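 active = highest replicate inhibition at or above 60% at 9 µM, even if other replicates fall short; inactive = all replicates below 60% inhibition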;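 note: 0% = neutral control wells and 100% = 4 µM acridine orange control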
Cardiac RTF inh: cardiac RTF calcium desensitization. P19429+P45379. inhibition, % at 7.15 µM. IANBD-labeled cardiac RTF, Ca2+ fluorescence. 340,000 tested, 0.12% active;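 active = inhibition above the mean inhibition of all tested compounds plus 3 SD, cut at about 17% in these data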;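 note: assay run at fixed EC70 calcium of 1.6 mM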
dFosB act: mouse delta FosB homodimer activation | P13346 | purified delta FosB, TAMRA-CDK5 oligo fluorescence polarization; percent of positive-control signal above neutral wells | activation, % at 25 µM | 340,000 tested, 0.99% active | AID 493131;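 active = mean activation above about 17%, with every replicate also reaching it, limit read from the data, passing the limit was not always enough; inconclusive = only one of the two conditions met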;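 note: fluorescence polarization rise as delta FosB binds a TAMRA Cdk5 AP-1 oligo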
Target sequence (P13346 whole entry, looked up): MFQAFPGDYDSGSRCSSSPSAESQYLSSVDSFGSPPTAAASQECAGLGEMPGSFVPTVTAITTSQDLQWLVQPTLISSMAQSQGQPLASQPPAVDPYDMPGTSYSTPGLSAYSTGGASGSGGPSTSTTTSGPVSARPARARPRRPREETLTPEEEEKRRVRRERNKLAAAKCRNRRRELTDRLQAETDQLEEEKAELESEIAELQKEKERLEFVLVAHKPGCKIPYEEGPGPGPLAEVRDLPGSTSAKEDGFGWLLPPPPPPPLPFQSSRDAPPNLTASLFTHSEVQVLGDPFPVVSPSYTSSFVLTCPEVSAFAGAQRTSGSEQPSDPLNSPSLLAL
SUMO Mot1 rescue: inhibitors of SUMOylation pathway: yeast Mot1-301 growth rescue; 320,000 tested, 1% active; S. cerevisiae Mot1-301 growth rescue, ATP luminescence, 38.5C; percent above DMSO median, 100 means doubled; AID 2716; growth rescue, % at 18.8 µM;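 active = every valid replicate shows activation above 250% relative to neutral control wells; inactive = the rest, any valid replicate at or below 250%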;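 note: OY570 slx delta 5 strain wells were the positive control but not used for scaling; some compounds called inactive have numbers as strong as hits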
PvdQ inh: P. aeruginosa PvdQ acylase inhibition. purified PvdQ acylase, fluorescence plate reader. inhibition, % at 10 µM. 340,000 tested, 0.063% active; in the data active = inhibition above about 30%, passing the limit was not always enough; inconclusive = no clear call, values can overlap the other calls;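 note: 0% = vehicle neutral wells and 100% = reference inhibitor wells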
Active calls of the source: *; ? = inconclusive; / = not tested or not shown; & = joins results of further samples.

nr	molecule	Rtt109 HAT inh	CDK5 p35 inh	dFosB act	NSD2 inh	PvdQ inh	LANA DNA inh	SUMO Mot1 rescue	RTF Ca sens act	PfHsp90 set2	Keap1-Nrf2 PPI	Cardiac RTF inh
1	Cn1c(SCC(=O)NCCc2ccccc2)ncc(C(=O)Nc2ccccc2)c1=O	-5	1.1	7	-2	-15	0.1	-1	1	/	-4	-6
2	CC1CCN(C(=O)c2ccc3c(c2)NC(=O)/C(=C/c2ccccc2)S3)CC1	2	0.0	-19	7	-9	-0.6	-8	0	-17	-4	-7
3	CCCS(=O)(=O)Nc1ccc(Nc2c3ccccc3nc3ccccc23)c(OC)c1	3	0.0	54*	5	-13	-2.4	/	-1	-7	-2	-1
4	Cc1ccc(-c2nnc(-c3ccc4c(c3)OCO4)o2)cc1	-1	-1.7	1	-2	-16	0.5	10	2	0	-2	-5
5	CSc1ccc(CN2C(=O)NC3(CCCCCC3)C2=O)cc1	-1	0.4	-13	-4	7	-1.5	39	1	-3	2	-12
6	CSc1ccccc1OCc1cc(C(=O)N(C)CC2COCCO2)no1 (centres undefined)	-3	1.3	-6	-1	-9	1.4	-22	-5	-11	-3	-6
7	CCOc1ccc(S(=O)(=O)NCCC(=O)OCC(=O)N2CC(=O)Nc3ccccc32)cc1	/	0.0	-3	-1	-8	-1.7	194	2	-2	-3	-2
8	O=C(Cc1ccc(Cl)cc1)Nc1ccc(NC(=O)c2ccccc2)cc1	0	2.2	-14	0	6	0.4	7	-1	-14	-3	-3
9	CNC(=S)N(C)c1ccccc1	1	0.4	-4	-2	-13	-1.0	276	6	22	2	-3
10	NC1=NS(=O)(=O)NC1c1ccc(F)cc1 (centres undefined)	-3	2.1	3	-1	-6	3.3	-10	-1	2	-4	-11
11	COc1ccccc1C1CCN(c2ccc(CO)cc2[N+](=O)[O-])CC1	-3	0.7	-2	0	-7	-1.9	13	-4	-6	1	-1
12	O=C(COc1ccccc1)Nc1nnc(S(=O)(=O)N2CCCCCC2)s1	-4	0.6	-12	/	7	-0.3	-9	1	0	9	7
13	CCOc1ccc(OCC)c(S(=O)(=O)NNC(=O)c2c(C)nc3ccccn23)c1	-1	1.6	-6	-5	1	2.7	-22	-6	-7	-4	5
14	CC(C)(C)N(Cc1ccccc1)C(=O)c1ccc2c(c1)OCCO2	5	0.7	3	-3	-2	1.8	-12	3	13	-1	-9
15	COc1ccc(CCNC(=O)Cn2nnc(-c3cccs3)n2)cc1OC	3	3.2	-4	0	4	-0.2	-1	1	5	-4	4
16	O=C1C(=NO)CC(c2ccccc2)N1c1ccccc1 (centres undefined)	1	-0.1	-5	-3	-6	0.4	/	3	-9	4	-2
17	Nc1cccnc1Oc1ccc(F)cc1F	1	0.9	-1	-4	-21	0.3	-11	-1	1	-4	-10
18	COc1cc(CCNC2=CC(=O)c3ncccc3C2=O)ccc1O	3	1.5	0	128*	-20	-1.4	/	-1	-9	-2	-8
19	COc1ccc(NS(=O)(=O)c2cccc(NC(=O)C3=NN(c4ccccc4)C(=O)CC3)c2)cc1	24	-3.2	-10	0	-7	-0.3	-29	-7	42	-3	-2
20	N#Cc1cccc(NC(=O)COC(=O)CCc2ccc(S(=O)(=O)N3CCOCC3)cc2)c1	2	1.3	-2	-6	-2	4.2	-8	-5	-10	1	0
21	COc1cccc(CN2CCN(c3nc4nonc4nc3N3CCCCC3)CC2=O)c1	9	0.0	-3	17	-8	-0.2	0	-4	7	-1	-5
22	CS(=O)(=O)N1CC(C(=O)NC2CCCC2)Oc2ccc(Cl)cc21 (centres undefined)	-4	-0.4	-6	-3	-6	-0.4	-5	0	-17	-2	4
23	CCOc1ccc(S(=O)(=O)N(CC)CC(=O)NCc2ccncc2)cc1	10	0.8	0	0	8	-1.6	-11	0	24	0	-6
24	CN(Cc1cc2cc(F)ccc2[nH]1)Cc1nc(-c2cnccn2)no1	-3	-0.6	-2	1	-6	1.2	158	-1	15	0	6
25	CCCN(C(=O)c1c(-c2ccccc2)noc1C)c1c(N)n(Cc2ccccc2)c(=O)[nH]c1=O	?	0.0	-6	-2	4	33	-6	-5	9	-5	2
26	Cc1ccc2c(CC(=O)N3CCN(S(=O)(=O)c4cccs4)CC3)coc2c1	9	-0.5	-9	-1	-10	1.6	-6	-3	-20	-4	-1
27	O=C(CNC(=O)c1ccc2ccccc2c1)Nc1ncccc1O	-5	-1.6	-7	6	-14	2.7	-8	0	-10	-3	-5
28	O=C(N/N=C/c1cccc(OC(=O)c2ccco2)c1)c1ccc(F)cc1	13	-0.7	-3	-1	-13	-3.1	-24	2	17	1	-3
29	CCOC(=O)[C@@H]1[C@H]2COc3ccccc3[C@@H]2N2C(=O)N(c3ccc(OC)cc3)C(=O)[C@@]12C	4	-0.8	-1	/	10	1.3	7	-3	12	-4	-7
30	CCC(=O)NCc1cc(-c2nn(C)c(=O)c3ccccc23)ccc1C	-2	0.9	-15	/	-1	0.2	451	-1	/	-2	4
31	COc1ccc(/C=N/n2c(C)cc(C)c(C(N)=O)c2=O)cc1	/	-1.6	1	0	0	0.2	83	-3	5	-1	-3
32	CSCCC(NC(=O)CCNC(=O)c1ccccc1Cl)c1nc2ccccc2[nH]1 (centres undefined)	6	-0.9	-7	2	-7	-1.3	3	2	-1	-6	-1
33	CCC(CC)NCc1ccc2c(c1)c1ccccc1n2CC	-3	-0.5	-2	39	-15	-0.1	0	3	-11	-2	-2
34	O=C(NCCC(=O)N1CCN(c2ccccn2)CC1)c1ccc(Br)cc1	0	-0.6	0	2	-9	-0.9	-5	0	-40	2	-8
35	Cc1nc2ncnn2c(C)c1CCC(=O)NCc1ccccc1	7	-1.3	3	0	-9	0.8	2	2	-11	-3	-3
36	CCN(C[C@H]1N[C@@](C)(C(=O)OC)[C@H]2C(=O)N(Cc3ccccc3)C(=O)[C@@H]12)S(=O)(=O)c1ccc(C)cc1	1	-1.4	-8	/	-3	-1.9	/	-9	-1	-3	3
37	CCCOc1ccc(C2NC(=O)NC(c3ccccc3)=C2C(C)=O)cc1OCC (centres undefined)	3	1.9	-7	2	14	-2.0	-15	1	8	-4	4
38	COc1ccc(Nc2ncnc3ccc(C)cc23)cc1	-1	-0.1	-2	-1	-6	-0.2	11	-3	0	-1	-3
39	CC(=O)c1ccc2noc(-c3cccc(F)c3)c2c1	1	-0.7	-16	-3	-6	-1.6	-28	-3	-7	-9	-14
40	CC(=O)Nc1ccc2c(c1)C(=Nc1ccccc1)c1ccccc1-2	-7	2.0	-5	0	4	1.2	/	-3	-8	-1	1
41	CCOC(=O)C1CCN(C(=O)c2ccc(SC)cc2OC)CC1	0	1.1	-5	-2	-9	-0.2	197	-2	3	-5	-1
42	C[C@H](CO)N1C[C@H](C)[C@@H](CN(C)S(=O)(=O)c2ccc(F)cc2)Oc2ccc(NC(=O)C3CCCCC3)cc2C1=O	4	-2.5	6	/	-6	-0.1	9	13	-2	-3	-5
43	Cc1ccc[n+](CC(=O)Nc2cccc([N+](=O)[O-])c2)c1	4	0.0	2	3	-11	-0.9	25	-6	-20	1	-8
44	Cc1cccc2sc(N(CCCN(C)C)C(=O)c3ccc(C(=O)c4ccccc4)cc3)nc12	10	0.9	-29	4&8	-7	-1.9	-15	-1	-14	4	-6
45	CCN1C(=O)C(CC(=O)Nc2ccccc2)N(Cc2ccccn2)C1=S (centres undefined)	-3	-0.6	-6	-3	-16	-1.1	0	2	1	-8	2
46	Cc1nn(-c2ncc(C(F)(F)F)cc2Cl)c(=O)n1-c1cccc(Cl)c1	-16	-1.4	-4	0	-16	-0.5	-12	3	-1	-2	-5
47	Cc1cc(OC(=O)N2CCOCC2)cc(C)c1Cl	2	0.8	5	-2	-6	-0.6	-8	0	-14	-2	2
48	CC(C)(C)CC(=O)NC(=S)Nc1ccccc1C(F)(F)F	1	1.7	-8	7	-6	1.6	458	-6	-5	1	4
49	C=CCNC(=O)c1ccc2nc(Cc3ccc(OC)cc3)oc2c1	-3	-1.0	-2	-2	-8	-1.4	-17	-3	-17	1	-4
50	CCOC(=O)c1sc(NC(=O)COc2ncnc3ccccc23)c(C(=O)OCC)c1C	-7	0.7	-7	-1	0	-1.3	-16	7	24	-6	0

More compounds.
nr	molecule	Rtt109 HAT inh	CDK5 p35 inh	dFosB act	NSD2 inh	PvdQ inh	LANA DNA inh	SUMO Mot1 rescue	RTF Ca sens act	PfHsp90 set2	Keap1-Nrf2 PPI	Cardiac RTF inh
51	O=C1COc2ccc(S(=O)(=O)N3CCN(c4ccccc4F)CC3)cc2N1	-2	1.2	-4	-1	-16	-0.3	/	4	-2	-2	-1
52	Cc1cc(N2CCN(Cc3nc(-c4ccc(F)cc4)oc3C)CC2)cc(C)n1	2	-0.1	-6	-1	5	-0.1	10	-2	1	0	4
53	CC(C)Cn1nc(C(=O)Nc2cccc(S(=O)(=O)N3CCCC3)c2)c2ccccc2c1=O	16	1.4	-14	22	11	-0.7	178	-1	6	-2	-8
54	CCN(CC)CCCN1C(=O)C(=O)/C(=C(/O)c2ccc(Cl)cc2)C1c1ccccn1 (centres undefined)	2	-0.3	5	6	-1	1.2	-17	-8	-14	3	-6
55	Oc1ccc(C2N=C(c3ccccc3)NC(c3ccccc3)=N2)cc1	-2	-0.3	-6	-1	0	1.0	-3	3	/	-4	0
56	C=C(C)CN(CC)C(=O)CN1C(=O)NC(C)(c2ccc3ccccc3c2)C1=O (centres undefined)	-1	0.3	-2	2	15	0.2	-11	0	2	1	4
57	O=C(NC1CCCCC1)C(c1ccccc1)N(C(=O)c1cccs1)c1ccc2c(c1)OCO2 (centres undefined)	4	0.7	10	/	1	-2.5	-3	4	8	3	4
58	O=C1NC2(CCC3(CC2)OCCO3)NN1c1ccc(Cl)cc1	23	1.0	-5	-3	13	-0.5	192	/	-3	-5	/
59	CN(C(=O)Cn1c(Cl)nc2c1c(=O)n(C)c(=O)n2C)C1CCS(=O)(=O)C1 (centres undefined)	8	0.0	3	4	0	-2.1	/	-5	2	1	-4
60	S=C(Nc1ccccc1Cl)N1CCCCCC1	5	-0.2	9	0	-10	-0.1	5	0	-3	-6	1
61	O=C(COC(=O)c1ccc(Cl)c(Cl)c1)NC1CCCC1	5	-0.8	2	-13	22	1.6	15	-1	4	-3	2
62	O=C(O)c1ccc(Cl)c(S(=O)(=O)NCc2ccco2)c1	3	1.3	-5	0	-16	1.2	18	4	-9	4	5
63	COc1ccc(C2=NN(CN3C(=O)C(=O)c4ccccc43)C(c3cccc([N+](=O)[O-])c3)C2)cc1 (centres undefined)	5	-4.0	-14	-1	-15	-0.4	10	3	11	-4	-6
64	O=C(NCc1ccccc1F)C1CCCN1C(=O)Nc1ccc(F)cc1 (centres undefined)	-10	-0.1	-1	1	7	0.7	-15	-9	18	2	0
